TRPC4 agonist – activators of mouse TRPC4 channel; B-score at 10 µM; Q9QUQ5; AID 2237; 0.49% of 310,000 active; HEK293 TRPC4beta/mu-opioid, Fluo4 calcium fluorescence; active compounds read high;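 active means B-score above 5 SD of library B-scores, and initial fluorescence ratio not above library mean plus 5 SD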;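 further: positive B-score marks a calcium rise read as TRPC4 activation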
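Technique: kinetic Fluo4 calcium fluorescence; Test system: TRPC4beta and mu-opioid receptor HEK293 stable cells; Measure: B-scored integrated calcium fluorescence ratio; Benchmarks: low control buffer alone, high control maximal DAMGO; Schedule: 45 min room-temperature Fluo4 loading, 110 s read.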
Dyrk1A ADPGlo – inhibitors of rat Dyrk1A kinase; Q63470; ADP-Glo luminescence, NFATc1 peptide; inhibition, % at 12.5 µM; 0.43% of 310,000 active; AID 504441; in the data active means inhibition above about 50%;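 further: plate controls were vehicle with enzyme for no effect and no enzyme for full effect; many of its hits are not listed in these tables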
Platelet DG rel – platelet dense granule release activity; human platelet-rich plasma, SFLLRN dense granule ATP release, luminescence; inhibition, %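 (compounds screened at 7.5 µM in platelet-rich plasma)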; 0.22% of 300,000 active; AID 1663;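 active means mean replicate score, as percent of positive control, at or above 50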
KCNQ1 block – inhibitors of human KCNQ1 potassium channel; P51787; CHO-K1 KCNQ1, FluxOR thallium flux fluorescence; active compounds read high; B-score at 10 µM; 1.3% of 310,000 active; AID 2642;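 active means compounds whose thallium flux B-score, printed positive for inhibition, exceeds three library SD while starting fluorescence stays within three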;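 further: channel opened by potassium depolarization with thallium stimulus after 20 min compound exposure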
Target sequence (P51787 whole entry, looked up): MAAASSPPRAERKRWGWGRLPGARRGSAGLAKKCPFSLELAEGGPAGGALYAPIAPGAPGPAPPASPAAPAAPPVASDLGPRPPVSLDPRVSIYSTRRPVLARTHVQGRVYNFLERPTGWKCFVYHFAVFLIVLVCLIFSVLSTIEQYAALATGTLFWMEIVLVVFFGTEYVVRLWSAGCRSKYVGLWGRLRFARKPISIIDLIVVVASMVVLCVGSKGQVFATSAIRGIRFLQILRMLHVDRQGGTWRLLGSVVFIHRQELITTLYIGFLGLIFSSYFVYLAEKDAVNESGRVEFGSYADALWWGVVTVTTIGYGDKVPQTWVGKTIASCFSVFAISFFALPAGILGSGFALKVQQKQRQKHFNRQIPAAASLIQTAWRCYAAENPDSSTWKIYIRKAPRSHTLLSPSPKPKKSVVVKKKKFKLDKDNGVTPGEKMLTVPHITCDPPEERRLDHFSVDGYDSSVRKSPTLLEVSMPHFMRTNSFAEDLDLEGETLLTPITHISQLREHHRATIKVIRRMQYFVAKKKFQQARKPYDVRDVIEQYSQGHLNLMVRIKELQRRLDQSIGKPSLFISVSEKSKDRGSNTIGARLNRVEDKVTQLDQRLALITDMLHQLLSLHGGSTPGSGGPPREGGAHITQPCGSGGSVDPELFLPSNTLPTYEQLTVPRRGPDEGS
TRPC4 block – TRPC4 (mouse) channel inhibition; HEK293 TRPC4beta/mu-opioid, DAMGO-evoked Fluo4 calcium flux; active compounds read low; AID 2247; B-score at 10 µM; 0.39% of 300,000 active; Q9QUQ5;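 active means B-score over 3 SD under the library average, no early fluorescence shift, positive overall ratio signal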
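Signal: kinetic Fluo4 fluorescence imaging of calcium influx. Material: stable TRPC4beta/mu-opioid receptor HEK293 cells. Probe or stimulus: DAMGO in two steps, submaximal then maximal.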
KCNK3 block – human KCNK3 channel inhibition, primary screen | O14649 | CHO-KCNK3 thallium flux, FluxOR fluorescence; active compounds read low | B-score at 10 µM | 0.84% of 340,000 active | AID 602410;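 active means B-score under library mean minus 4 SD, starting fluorescence ratio at most library mean plus 5 SD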;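 further: more negative B-score means stronger inhibition of thallium flux through KCNK3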
hERG protect – hERG (human) protection from proarrhythmic block | Q12809 | CHO-hERG, FluxOR thallium flux, dofetilide IC70 present | activation (rescue from dofetilide block), less the hit threshold, % at 10 µM | 0.51% of 310,000 active;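 active means activation above the mean of controls blocked by dofetilide plus 5 SD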;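 further: thallium influx through hERG after potassium depolarization seen as dye fluorescence rise; in these data hits start at about 4.7%; inactives centre near -7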
TRPC4 potent – allosterically enhances the mouse TRPC4 cation channel; Q9QUQ5; HEK293 TRPC4beta/mu-opioid, DAMGO EC20, Fluo-4 Ca2+ flux; active compounds read high; B-score at 10 µM; 0.42% of 310,000 active; AID 2227;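 active means B-score of calcium response area above 5 SD of library B-scores, with initial fluorescence ratio within 5 SD of library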;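 further: B-score of integrated fluorescence ratio over time as area under calcium response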
KCNQ1 act – human KCNQ1 channel potentiation or activation | CHO-K1 KCNQ1, thallium flux FluxOR fluorescence; active compounds read high | P51787 | 0.35% of 310,000 active | B-score at 10 µM;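 active means fluorescence ratio B-score, a plate-corrected score, at least three library SD, with initial intensity B-score within 5 SD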
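Schedule – 37 °C overnight plating, 90-min dark dye load, 20-min compound pretreatment · System – stable KCNQ1 CHO-K1 line · Probe or stimulus – thallium- and potassium-containing depolarizing buffer · Measured by – kinetic FluxOR fluorescence, 10 s baseline plus 110 s post-stimulus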
PolyA inh – blocks polyadenylation in yeast reporter cells; S. cerevisiae SKY197-pL101 polyadenylation reporter, beta-gal luminescence; efflux-impaired pdr1/pdr3 knockout yeast; score 100 = 6 SD above DMSO; calls only at 12 µM; 0.02% of 300,000 active; AID 1875;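 active means lowest replicate activity score at least 50, where 100 means six control SD above control mean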;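 further: yeast exposed to compound for 9 h at 30 °C; higher score means more reporter readthrough which indicates perturbed polyadenylation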
KCNK9 block – inhibitors of human KCNK9 two-pore domain potassium channel; HEK293 KCNK9, FluxOR thallium flux fluorescence; active compounds read low; B-score at 10 µM; 1.2% of 310,000 active; AID 488922;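 active means ratio B-score over 3 SD below the library mean, with starting fluorescence within 5 SD of its mean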;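 further: negative B-score means less thallium flux so channel inhibition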
Target sequence (Q9NPC2 whole entry, looked up, the tested form may be a part): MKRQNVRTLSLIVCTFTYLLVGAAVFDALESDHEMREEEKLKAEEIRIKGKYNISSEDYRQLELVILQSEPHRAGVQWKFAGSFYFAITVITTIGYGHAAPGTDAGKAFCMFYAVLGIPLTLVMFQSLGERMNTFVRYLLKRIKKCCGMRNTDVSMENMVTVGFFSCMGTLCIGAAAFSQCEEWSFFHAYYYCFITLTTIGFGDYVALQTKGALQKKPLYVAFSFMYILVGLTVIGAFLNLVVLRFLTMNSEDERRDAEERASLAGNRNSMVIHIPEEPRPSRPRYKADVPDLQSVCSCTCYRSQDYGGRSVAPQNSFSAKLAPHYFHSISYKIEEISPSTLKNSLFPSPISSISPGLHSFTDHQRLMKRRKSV
* marks the source's active call; other numbers are inactive results; i = inactive; nt = not tested or not shown. Not all compounds are listed; rates above refer to the full screens.

SMILES | TRPC4 agonist | Dyrk1A ADPGlo | Platelet DG rel | KCNQ1 block | TRPC4 block | KCNK3 block | hERG protect | TRPC4 potent | KCNQ1 act | PolyA inh | KCNK9 block
CCCSc1nc(C)cc(C)c1S(C)(=O)=O | i | 4 | 2 | i | i | i | -4 | i | i | i | i
CCCn1c(SCC(=O)Nc2ccccc2C(=O)OC)nc2c1c(=O)n(C)c(=O)n2C | i | -3 | -1 | i | i | i | -10 | i | i | i | i
Cn1c(CNc2nc(-c3ccccc3)cs2)nnc1SCC(=O)N1CCc2ccccc21 | i | -3 | -1 | i | i | i | -11 | i | i | i | i
CSc1ccc(CN(C)CC(=O)NC(C)c2ccccc2)cc1 (stereo unspecified) | i | nt | -21 | i | i | i | -2 | i | i | i | i
O=C(COc1cccc2ccccc12)Nc1cc(S(=O)(=O)N2CCOCC2)ccc1N1CCOCC1 | i | nt | 5 | i | i | nt | -6 | i | i | i | i
CCOCCCn1c(=NC(=O)c2cccs2)c(C#N)cc2c(=O)n3ccccc3nc21 | i | nt | 12 | i | i | i | -15 | i | i | i | i
COc1ccc(S(=O)(=O)/C(C#N)=C/Nc2ccccc2F)cc1 | i | -3 | 1 | i | i | i | -14 | i | i | i | i
Cc1csc(NC(=O)C2CCCCN2S(=O)(=O)c2ccccc2)n1 (stereo unspecified) | i | nt | 3 | i | i | i | -10 | i | i | i | i
O=C(COc1ccccc1-c1ccccc1)Nc1ccc(S(=O)(=O)NCc2ccco2)cc1 | i | -2 | -4 | i | i | i | -15 | i | i | i | i
CCOC(=O)Nc1cc(C)c(Cl)cc1OC | i | 2 | 4 | i | i | i | -5 | i | i | i | i
NC(=O)C1CC(=O)N(c2ccc(OCc3ccccc3Cl)cc2)C1 (stereo unspecified) | i | 0 | -4 | i | i | i | -7 | i | i | i | i
CC1=CCC2C(=O)N(c3ccccc3OC(=O)c3ccccc3F)C(=O)C2C1 (stereo unspecified) | i | 0 | -6 | i | i | i | -5 | i | i | i | i
CCOc1ccc(N(C)S(=O)(=O)c2ccc(-c3cc(C)no3)s2)cc1 | i | -1 | 3 | i | i | i | -6 | i | i | i | i
CCCCCC(=O)OC(CN1CCCCC1)CN1CCCC1=O (stereo unspecified) | i | 4 | -12 | i | i | i | -6 | i | i | i | i
Cc1ccc(S(=O)(=O)NCC(=O)NCC(=O)OC(C(=O)NC(N)=O)C(C)C)cc1C (stereo unspecified) | i | -3 | 5 | i | i | i | -13 | i | i | i | i
CN(C)Cc1c(O)ccc2oc(Cc3ccccc3)cc12 | i | 4 | -1 | i | i | i | -8 | i | i | i | i
Cc1ccc(-c2nc(CS(=O)CC(=O)NCc3ccco3)c(C)o2)cc1 (stereo unspecified) | i | -2 | 5 | i | i | i | -6 | i | i | i | i
Cc1cc(/C=N\NC(=O)CC(=O)NC2CCCCC2)c(C)n1-c1cccc(Cl)c1Cl | i | 0 | 4 | i | i | i | -7 | i | i | i | i
COc1ccc(C(=O)c2c[nH]c(C(=O)NCc3cccs3)c2)cc1 | i | -2 | 13 | i | i | i | -2 | i | i | i | i
CCOC(=O)c1[nH]c2ccccc2c1NC(=O)c1ccc2c(c1)OCO2 | i | -4 | 11 | i | i | i | -6 | i | i | i | i
Cc1ccc(S(=O)(=O)N[C@@H](Cc2ccccc2)C(=O)N2CCC(C(=O)N[C@@H](CC(C)C)C(=O)O)CC2)cc1 | i | 1 | -5 | i | i | i | -5 | i | i | i | i
CCN(CC)c1nc(-c2ccccc2)cc(C(F)(F)F)c1C#N | i | -6 | -3 | i | i | i | -5 | i | i | i | i
Cc1ccc(CNC(=O)C2CCC(=O)N(Cc3cccc(C(F)(F)F)c3)C2)o1 (stereo unspecified) | i | 4 | -14 | i | i | i | -9 | i | i | i | i
COc1cc(/C=C/C(=O)OCC(=O)NC(=O)NC(C)C)ccc1O | i | 5 | 9 | i | i | i | -10 | i | i | i | i
COC(=O)c1ccc(NC(=O)CO/N=C2\CCCc3nonc32)cc1 | i | -5 | -1 | i | i | i | -16 | i | i | i | i
CC(C)[C@H](NC(=O)c1ccccc1Cl)C(=O)Nc1nc(-c2ccccn2)cs1 | i | -2 | -30 | i | i | i | -8 | i | i | i | -9.3*
CCOc1ccc(-n2cc(-c3ccccc3)c3c(N4CCOCC4)ncnc32)cc1 | i | 1 | -7 | i | i | i | -14 | 16* | i | i | i
C/C=C/Cn1c(SC)nc2c1c(=O)[nH]c(=O)n2C | i | 1 | 0 | i | i | i | -8 | i | i | i | i
CC(=O)N1CCN(c2ccc(NC(=O)c3ccc(F)cc3)cc2)CC1 | i | -3 | 1 | i | i | i | 0 | i | i | i | i
Cc1cc(C)cc(N(C(=O)c2ccc3c(c2)OCO3)C2C=CS(=O)(=O)C2)c1 (stereo unspecified) | i | 2 | 3 | i | i | i | -9 | i | i | i | i
S=C(NCc1ccco1)N/N=C/c1ccc(Cl)cc1 | i | 6 | -8 | i | i | i | -4 | i | i | i | i
CCc1nc(N2CCCCC2C(=O)O)c2oc3ccccc3c2n1 (stereo unspecified) | i | 1 | -3 | i | i | i | -5 | i | i | i | i
CCc1ccccc1NC(=O)C1c2ccccc2Oc2ccccc21 | i | 5 | 3 | i | i | i | -7 | i | i | i | i
O=C(O)CN1CCN(C(c2ccccc2)c2ccccc2)CC1 | i | 2 | -14 | i | i | i | -4 | i | i | i | i
O=C(COc1ccc(Cl)cc1)NNC(=O)C(=O)NC1CCCCC1 | i | 3 | 2 | i | i | i | 15* | i | 11* | i | i
O=C(c1ccc(CS(=O)c2ccccc2Cl)o1)N1CCN(c2ccccn2)CC1 (stereo unspecified) | i | -5 | 8 | i | i | i | -16 | i | i | i | i
CCCCNC(=O)CN(c1cccc(F)c1)S(C)(=O)=O | i | 5 | 5 | i | i | i | -1 | i | i | i | i
O=C(NCc1ccc2c(c1)OCO2)C1(S(=O)(=O)c2ccccc2)CC1 | i | -12 | -4 | i | i | i | -5 | i | i | i | i
Cc1ccc(CNC(=O)C(OC(=O)c2ccco2)C(C)C)cc1 (stereo unspecified) | i | 1 | 0 | i | i | i | -7 | i | i | i | i
Cc1ccc(S(=O)(=O)NC(=O)COc2cc(C)ccc2C(C)C)cc1 | i | -3 | -8 | i | i | i | -9 | i | i | i | i
COc1ccc(C(=O)Nc2cnn(Cc3c(F)cccc3Cl)c2)cc1OC | i | -1 | -1 | i | i | i | -8 | i | i | i | i
Cc1c(C(=O)NCCN2CCOCC2)oc2ccc(S(=O)(=O)N3CCCCCC3)cc12 | i | 0 | -1 | i | i | i | -12 | i | i | i | i
CC(=O)N1CCN(c2ncnc3ccccc23)CC1 | i | nt | -4 | i | i | i | -1 | i | i | i | i
COc1ccc(N/C=C(/C(C)=O)c2ccccc2)cc1 | i | 3 | 14 | i | i | i | -12 | i | i | i | i
Cc1ccc(-n2nnnc2SCC(=O)Nc2cccnc2Cl)cc1 | i | -2 | 9 | i | i | i | -5 | i | i | i | i
O=C(/C=C/c1cccc([N+](=O)[O-])c1)NC(=S)Nc1ccc(CN2CCOCC2)cc1 | i | 1 | -1 | i | i | i | -12 | i | i | i | i
COc1ccccc1CNC(=O)C(=O)NCCC1CCCCN1S(=O)(=O)c1ccccc1 (stereo unspecified) | i | -1 | 3 | i | i | i | -15 | i | i | i | i
Cc1ccc(-n2c3c(c(=O)[nH]c2=S)C(C(F)(F)F)(C(F)(F)F)NC(=O)N3)cc1 | i | -2 | 0 | i | i | i | -16 | i | i | i | i
CC(C)(C)c1nnc(NC(=O)Cc2ccccc2[N+](=O)[O-])s1 | i | 0 | 7 | i | i | i | -4 | i | i | i | i
CCO[C@H]1OC(C(=O)NC2CC2)=C[C@@H](c2ccc(Br)cc2)[C@@H]1CCCO | i | -2 | -4 | i | i | i | -13 | i | i | i | i
COc1ccc(N2CCN(C(=O)C3CCN(S(=O)(=O)c4c(C)noc4/C=C/N(C)C)CC3)CC2)cc1 | i | -1 | -8 | i | i | i | -13 | i | i | i | i
O=C(Nc1cccnc1)c1ccc(S(=O)(=O)c2ccc(Cl)cc2)cc1 | i | 1 | -5 | i | i | i | -12 | i | i | i | i
COc1ccccc1NC(=O)CSc1nnc(-c2ccccc2)o1 | i | 3 | 6 | i | i | i | -5 | i | i | i | i
CCN(CC)S(=O)(=O)c1cccc(NC(=O)c2cc(-c3cccs3)nn2-c2ccccc2)c1 | i | 0 | -4 | i | i | i | -13 | i | i | i | i
CCCC(=O)Nc1c(-c2ccccc2)c(=O)c(C)nn1-c1ccc(Cl)cc1 | 78* | 0 | -19 | i | i | i | -5 | i | i | i | i
COc1cccc(NC(=O)COC(=O)c2ccco2)c1 | i | 1 | 3 | i | i | i | -9 | i | i | i | i
O=C(Oc1cccnc1)c1cccc(Cl)c1 | i | 10 | 5 | i | i | i | 0 | i | i | i | i
O=C(Nc1ccccc1C(=O)O)/C(=C/c1ccc(Cl)cc1Cl)NC(=O)c1ccco1 | i | 5 | -7 | i | i | i | -5 | i | i | i | i
Cc1ccc(C)c(NCc2ccccc2CO)c1 | i | -7 | -7 | i | i | i | -5 | i | i | i | i
O=C(CCCCCN1C(=O)c2ccccc2C1=O)NCCc1nc2ccccc2[nH]1 | i | 2 | 16 | i | i | i | -12 | i | i | i | i
Cc1ccccc1-c1nsc(SCC(=O)Nc2ccc3c(c2)OCO3)n1 | i | -8 | 7 | i | i | i | -4 | i | i | i | i
COC(=O)c1ccc(-c2nn(C)c(=O)c3ccccc23)cc1 | i | 17 | -26 | i | i | i | -9 | i | i | i | i
CCOC(=O)C1=C(C)NC(=O)C(C(N)=O)C12CCCC2 (stereo unspecified) | i | 4 | 4 | i | i | i | -12 | i | i | i | i

Part of the list above, reduced to KCNQ1 act and TRPC4 agonist.
compound	KCNQ1 act	TRPC4 agonist
O=C(Nc1ccccc1C(=O)O)/C(=C/c1ccc(Cl)cc1Cl)NC(=O)c1ccco1	i	i
Cc1ccc(C)c(NCc2ccccc2CO)c1	i	i
O=C(CCCCCN1C(=O)c2ccccc2C1=O)NCCc1nc2ccccc2[nH]1	i	i
